From PubChem
GPR55 LPI antagonism – GPR55 antagonists blocking LPI-driven arrestin recruitment, primary screen, imaging, U2OS, beta-arrestin-GFP, LPI agonist (AID 2013). U2OS GPR55 beta-arrestin-GFP translocation imaging, LPI antagonism; higher % means a stronger effect. inhibition, % at 10 µM; hits with a dose series show IC50 in µM. 290,000 tested, 0.13% active;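 active = spots per cell inhibited over 60%, with over 100 cells counted and total cytoplasm intensity under 500,000; inconclusive = wells with under 100 cells, flagged as likely toxic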;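 also: U2OS cells stably carrying GPR55 and arrestin-GFP stimulated by 5 µM LPI near EC80; imaged beta-arrestin-GFP aggregate spots per cell after agonist stimulation; plate controls were LPI-stimulated DMSO wells for no effect and DMSO wells without LPI for full effect; some results filed as inactive read as strong as hits; confirmed hits need IC50 under 10 µM and bright autofluorescent wells are also inconclusive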
GPR55 beta-arrestin – selective activators of receptor GPR55 – imaging, U2OS cells, beta-arrestin-GFP redistribution, primary screen (AID 1961); U2OS GPR55 beta-arrestin-GFP redistribution imaging; higher % means a stronger effect; activation, % at 10 µM, or EC50 in µM where a hit was titrated; 290,000 tested, 0.048% active;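 active = activation above 40% with more than 50 cells counted in the well; inconclusive = wells holding fewer than 50 cells, flagged as toxic or sparse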;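 also: U2OS osteosarcoma cells stably expressing GPR55 and beta-arrestin-GFP; plate controls were DMSO negative control for no effect and LPI positive control for full effect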
KOR beta-arrestin-1 – kappa opioid receptor activators – cell-based, luminescence, uHTS, primary screen (AID 1777); KOR beta-arrestin recruitment, luminescence; higher % means a stronger effect; activation, % at 10 µM, or EC50 in µM where a hit was titrated; 280,000 tested, 0.02% active; in the data active = activation above about 50%, passing the limit was not always enough; also: a part of the inactive calls stands beside numbers as strong as those of hits
KOR beta-arrestin-2 – kappa opioid receptor blockers – cell-based, luminescence, uHTS (AID 1778); 290,000 tested, 0.091% active; KOR beta-arrestin recruitment, luminescence, antagonist mode; higher % means a stronger effect; one-dose inhibition, % at 10 µM; IC50 in µM for titrated hits; also: strong numbers were not always called active
NOD1 NF-kB reporter – NOD1 signaling inhibitors, primary screen, cell-based, luminescence, uHTS (AID 1578); NOD1-driven NF-kB luciferase reporter cells, luminescence; higher % means a stronger effect; inhibition, % at 4 µM, or EC50 in µM where a hit was titrated; 290,000 tested, 1% active; in the data active = inhibition mostly above about 36%, no sharp cut-off; inactive = mostly below about 34%;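 also: HEK-293T reporter cells stimulated with the NOD1 agonist gamma-tri-DAP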
HIV fusion peptide – inhibitors of HIV fusion peptide binding, primary screen, biochemical, uHTS, fluorescence dequenching (AID 1986); cell-free peptide binding, fluorescence dequenching, 30 min; higher % means a stronger effect; one-dose inhibition, % at 20 µM; IC50 in µM for titrated hits; 290,000 tested, 0.3% active; in the data active = inhibition mostly above about 52%, no sharp cut-off; inactive = mostly below about 76%; also: some results filed as inactive read as strong as hits
HEK293 NOD2/NF-kB – inhibition of NOD2-driven NF-kB reporter – cell-based, luminescence, uHTS, HEK293 (AID 1566); inhibition, % at 4 µM, or EC50 in µM where a hit was titrated; 290,000 tested, 0.63% active; HEK293 NOD2/NF-kB luciferase reporter, luminescence; higher % means a stronger effect; also: many of its hits are not listed in these tables
Myeloid diff MLP – myeloid differentiation induction. ER-HoxA9 myeloid progenitors, lysozyme-GFP differentiation, flow cytometry. calls only at 10 µM. 360,000 tested, 1% active;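 active = normalized GFP-positive differentiation at or above the plate's own cutoff, the solvent-only control mean plus 3 SD; inconclusive = no clear call, values can overlap the other calls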;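 also: cells exposed to compound for four days before flow analysis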
GPR35 antagonists – GPR35 antagonists blocking zaprinast-driven arrestin recruitment, primary screen, imaging, U2OS, beta-arrestin-GFP, zaprinast agonist (AID 2058); U2OS GPR35 beta-arrestin-GFP translocation imaging, zaprinast antagonism; higher % means a stronger effect; one-dose inhibition, % at 10 µM; IC50 in µM for titrated hits; 290,000 tested, 0.052% active;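 active = inhibition of at least 50% with at least 30 cells and total cytoplasm GFP at most 10,000,000; inconclusive = under 30 cells or total GFP of 10,000,000 plus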
Myeloid diff MLP GFP+ MAC1+ % – also measured in Myeloid diff MLP; calls as there; GFP+ MAC1+ double positive, %; measured here: differentiation confirmed by MAC1 staining
Starred values were filed as active, the others as inactive; i = inactive; ? = inconclusive; · = no result given; [ ] = dose if it differs, or a comment. Rule as the data show it, unless noted: active = inhibition above about 50%; inactive = the rest. Some of the compounds tested; the hit share may differ from the screen's.

Below each compound – KOR beta-arrestin-2	GPR35 antagonists	GPR55 beta-arrestin	Myeloid diff MLP GFP+ MAC1+ %	NOD1 NF-kB reporter	Myeloid diff MLP	GPR55 LPI antagonism	KOR beta-arrestin-1	HEK293 NOD2/NF-kB	HIV fusion peptide
[1] Cc1cc(C(=O)OCCN2C(=O)c3ccccc3C2=O)c2ccccc2n1
 : 25.0%	5.8%	-0.1%	0.6	-5.6%	i	4.0%	4.7%	6.4%	-2.8%
[2] O=C(Nc1ccccc1)Nc1nc(-c2ccc(F)cc2)cs1
 : 8.7%	15.0%	-0.2%	1.1	-13.4%	i	7.2%	-0.4%	-1.2%	-1.4%
[3] CC(C)(C)C(=O)/C=C(N)/C=C/c1ccccc1
 : 3.2%	-6.2%	0.3%	0.6	-2.9%	i	11.9%	-1.8%	-5.1%	-1.8%
[4] O=C(O)CN1CCNCC1
 : 16.8%	1.0%	0.2%	·	10.0%	·	-9.1%	15.6%	14.3%	-0.8%
[5] C/C(=N\N=C\c1ccc(N(C)C)cc1)c1cccc([N+](=O)[O-])c1
 : -11.1%	10.6%	-0.3%	0.3	-38.4%	i	0.4%	-0.3%	-59.6%	-0.7%
[6] O=C(N/N=C/c1ccc(OC(=O)c2ccccc2)c([N+](=O)[O-])c1)c1ccc(O)cc1
 : 32.3%	8.0%	0.0%	1.1	-17.1%	i	4.8%	-0.1%	10.7%	-0.3%
[7] C/C=C/C(=O)Nc1nnc(-c2ccccc2C)s1
 : 27.4%[20 µM]	5.4%	0.2%	0.1	4.8%	i	0.3%	-0.7%	-12.7%	-0.3%
[8] COc1ccc(Cl)cc1NC(=O)CCc1nc(-c2ccccc2F)no1
 : 10.2%	8.0%	0.2%	0.4	6.6%	i	21.1%	-4.9%	14.8%	0.8%
[9] CCOc1ccc(C(=O)N2CCCC2)cc1OC
 : 2.6%	-7.7%	-0.3%	0.7	27.8%	i	1.4%	-4.2%	9.9%	-4.2%
[10] O=C(CCC(=O)Nc1ccccc1Cl)NNC(=O)c1ccco1
 : -27.2%	-0.9%	-0.1%	0.5	-8.4%	i	4.7%	3.6%	13.1%	1.5%
[11] O=C(Cn1nnc(-c2ccccc2F)n1)N1CCCCC1
 : -40.6%[20 µM]	1.9%	0.4%	0.0	-46.0%	i	1.7%	2.0%	-36.3%	-1.0%
[12] NC(N)=NS(=O)(=O)c1ccc(NC(=S)NC(=O)c2ccc(Br)cc2)cc1
 : 8.9%	-12.8%	-0.2%	0.6	-33.7%	i	1.6%	-0.6%	19.7%	1.4%
[13] CCCN1C(=O)c2cc(C(=O)O)ccc2C1O (stereo unspecified)
 : -3.7%	-7.3%	0.2%	1.4	-10.5%	i	6.3%	-3.6%	6.6%	-1.2%
[14] COc1ccc(OC)c(NC(=S)N2CCC(C(O)(c3ccccc3)c3ccccc3)CC2)c1
 : 9.6%	-2.2%	-0.2%	0.7	-19.0%	i	7.2%	-4.1%	13.6%	-2.1%
[15] O=C(CC(C(=O)NCc1ccccc1)c1nc2ccccc2c(=O)[nH]1)NCc1ccccc1 (stereo unspecified)
 : 15.9%	2.7%	-0.6%	0.5	-6.2%	i	1.7%	-0.1%	10.8%	1.0%
[16] O=C(NCc1ccc(F)cc1)C1CCN(c2cnccn2)CC1
 : -42.9%	0.6%	-0.1%	0.8	-30.3%	i	2.6%	-1.4%	12.0%	-0.4%
[17] Cc1cc(C)nc(SCc2nnc(SCC(=O)NCc3ccco3)n2-c2ccccc2)n1
 : 22.3%	0.2%	0.8%	0.7	5.2%	i	1.2%	9.6%	-8.9%	-0.1%
[18] Nn1c(SCC(=O)Nc2cccc(C(F)(F)F)c2)nncc1=O
 : 8.4%	-1.1%	-0.1%	0.4	-52.6%	i	20.8%	3.8%	-11.8%	-1.7%
[19] CCOc1ccc(-c2nc(N)ncc2Oc2ccccc2Br)c(O)c1
 : -24.2%	15.9%	-0.1%	1.0	28.3%	i	13.2%	-0.6%	14.3%	-0.1%
[20] Nn1c(SC/C=C/c2ccccc2)nnc1-c1ccncc1
 : -22.3%	8.2%	-0.1%	0.8	0.0%	i	6.3%	5.4%	23.7%	2.6%
[21] Cn1cccc1Cc1nnc(SCC(=O)Nc2cccc(Cl)c2)n1-c1ccc(F)cc1
 : 21.6%	-3.2%	-0.1%	1.7	·	i	-2.2%	-1.7%	·	1.6%
[22] Cc1sc2ncnc(OCC(=O)c3ccc(S(=O)(=O)N4CCCC4)cc3)c2c1C
 : -21.7%	-9.5%	-0.3%	0.9	-11.6%	i	-4.5%	0.9%	19.1%	1.9%
[23] COc1ccc(C(=O)/C=C/c2ccc(OC(=O)c3cc(OC)c(OC)c(OC)c3)cc2)cc1
 : -32.7%	-11.3%	0.1%	0.5	30.1%	i	10.3%	-1.8%	6.1%	1.3%
[24] Cn1c(=O)[nH]c(=O)c2c1nc(SCC(=O)Nc1ccccc1)n2Cc1ccccc1
 : -11.9%	-7.8%	-0.1%	2.7	-10.1%	i	8.5%	-1.2%	5.1%	-0.1%
[25] CC1=CC(C)(C)N(C(=O)CSc2nnc(-c3ccc(C)cc3)o2)c2ccc(C)cc21
 : 21.9%	6.8%	-0.1%	0.6	-2.5%	i	4.8%	-3.6%	-7.5%	-1.4%
[26] COc1ccc(-n2c(SCC(=O)O)nc3sc4c(c3c2=O)CCCC4)cc1
 : 19.1%	-11.2%	-0.1%	0.6	-10.0%	i	-4.3%	0.6%	14.4%	-1.4%
[27] CCOC(=O)Cc1csc(NS(=O)(=O)c2ccc3ccccc3c2)n1
 : -5.0%	-1.5%	0.2%	0.4	4.3%	i	7.9%	0.0%	7.0%	1.4%
[28] CC(=O)n1cc([C@@H]2C=C(C(=O)N3CCOCC3)O[C@H](OCc3ccc(CO)cc3)C2)c2ccccc21
 : -9.3%	-19.2%	0.4%	3.0	-10.9%	i	5.6%	6.3%	-5.3%	0.3%
[29] CCOC(=O)N1CCN(C(=O)NC2CCCCC2)CC1
 : -23.1%	13.3%	0.7%	1.2	-7.0%	i	4.6%	7.2%	-5.0%	-0.9%
[30] O=C(NCc1ccccc1)c1cc(-c2ccncc2)nc2ccccc12
 : 0.0%	3.7%	0.7%	0.9	8.5%	i	1.4%	-5.9%	25.5%	-0.7%
[31] c1ccc2c(c1)ncn2-c1ccc(-c2ccnc3ncnn23)cc1
 : -33.6%	1.3%	0.7%	0.1	-11.3%	i	7.4%	-3.6%	4.8%	-1.0%
[32] CCC/C(O)=C1\C(=O)CC(c2ccccc2)CC1=NC(C)C(=O)O (stereo unspecified)
 : ·	1.3%	-0.2%	1.3	-24.7%	i	4.7%	2.0%	9.2%	3.6%
[33] CCc1ccc(NC(=O)C2C3CCC(O3)C2C(=O)O)cc1 (stereo unspecified)
 : -4.7%[20 µM]	9.7%	0.8%	0.2	47.1%	i	-1.9%	-2.4%	-3.2%	0.3%
[34] COc1ccc(NC2=C(Cl)C(=O)N(CCc3ccccc3)C2=O)c(OC)c1
 : 11.3%	9.5%	1.4%	0.8	-5.6%	i	4.7%	-1.7%	-4.5%	0.0%
[35] O=C(CSc1ccc(-c2ccc(F)cc2)nn1)N1CCCCC1
 : 4.5%	-9.5%	0.3%	4.2	-20.4%	i	9.0%	0.1%	7.4%	-0.1%
[36] Cc1ccc(-n2cc(C(=O)c3cc(Cl)ccc3O)cc(C#N)c2=O)cc1
 : 10.4%	-19.3%	-0.4%	0.7	0.5%	i	12.1%	4.1%	15.0%	14.9%
[37] CC12CN3CC(C)(CN(C1)C31C(=O)N(Cc3ccccc3)c3ccccc31)C2=O (stereo unspecified)
 : 13.0%	12.7%	-0.2%	·	4.7%	·	-9.9%	-0.4%	8.4%	-0.1%
[38] CCOC(=O)CSc1nnc(CNC(=O)c2ccc(S(=O)(=O)N(C)C)cc2)n1C
 : 8.4%	-7.8%	-0.1%	0.6	-42.3%	i	2.0%	1.0%	-8.9%	-0.5%
[39] O=C(CCCNC(=O)c1ccc(Cl)cc1)Nc1ccc(Br)cc1
 : -16.7%	-9.2%	0.2%	0.1	-6.1%	i	13.8%	-3.7%	7.1%	-0.4%
[40] CC1=C(C(=O)OCCC(C)C)C(c2ccc3c(c2)OCO3)NC(=O)N1 (stereo unspecified)
 : 6.8%[20 µM]	-4.3%	0.2%	0.5	-18.0%	i	-9.2%	-7.5%	10.0%	0.8%
[41] CN(CCCC(=O)Nc1ccccc1F)S(=O)(=O)c1ccc(F)cc1
 : 2.3%	-6.9%	0.2%	3.9	-3.4%	i	5.3%	-3.9%	13.6%	-1.1%
[42] Cc1ccc(C(C)NC(=O)c2ccc3c(c2)OCCO3)cc1C (stereo unspecified)
 : -18.7%[20 µM]	18.6%	-0.2%	0.3	14.2%	i	-11.4%	1.3%	30.6%	0.7%
[43] O=C(COC(=O)C1Cc2ccccc2CN1C(=O)c1ccccc1)Nc1ccc(SC(F)F)cc1 (stereo unspecified)
 : 14.0%	3.2%	-0.1%	1.0	-28.7%	i	6.9%	4.5%	-18.5%	4.3%
[44] O=C(NNc1ccccn1)C(=O)NNS(=O)(=O)c1ccc(F)cc1
 : -9.6%	-2.3%	-0.3%	0.0	-20.0%	i	9.3%	-0.2%	-27.2%	2.4%
[45] COc1ccccc1N1CCN(C(=O)c2nn(-c3ccccc3OC)c(=O)c3ccccc23)CC1
 : 9.7%	4.1%	0.2%	1.5	-11.9%	i	1.5%	-0.9%	2.5%	0.3%
[46] COc1cc(NC(=O)Nc2c(C)n(C)n(-c3ccccc3)c2=O)cc(OC)c1OC
 : -25.7%[20 µM]	-3.1%	0.0%	0.3	-11.8%	i	-4.1%	-3.7%	7.9%	-0.7%
[47] COc1ccc(-c2noc(N3CCC(C(=O)N(C)c4ccccc4)CC3)n2)cc1
 : -8.7%[20 µM]	0.4%	0.0%	2.9	-10.6%	i	2.9%	-1.3%	35.0%	-1.4%
[48] Cc1ccsc1/C=c1\sc2ncnn2c1=O
 : -49.0%	-9.2%	-0.3%	0.5	-12.4%	i	3.7%	2.1%	-1.2%	-0.3%
[49] Cc1cc(NC(=O)CSc2nnnn2C2CCCC2)no1
 : -7.4%	-8.9%	0.0%	1.0	-14.9%	i	-1.9%	4.3%	-17.5%	-1.5%
[50] Cc1noc(C)c1CSc1nc2ccccc2c(=O)n1-c1ccc(F)cc1F
 : 5.0%	-12.0%	0.0%	·	38.5%	?	-9.5%	-6.6%	-3.5%	-2.9%
[51] CC(C)=CC(=O)Nc1nnc(-c2ccc(F)cc2)s1
 : -10.1%	-8.4%	-0.3%	0.4	-42.9%	i	-1.2%	-1.5%	-12.0%	1.0%
